From PubChem
EBNA-1 inhibitor – blocks EBNA-1 binding to DNA; EBNA-1 DNA binding, fluorescence polarization; inhibition, % at 14.8 µM; 300,000 compounds, 0.34% hits; in the data active = inhibition above about 28%
RPL19A TOR yeast – modulators of TOR pathway RPL19A-GFP in S. cerevisiae; S. cerevisiae RPL19A-GFP strain, flow cytometry, 3 h; active compounds read low; AID 2025; percent response vs DMSO, % at 10 µM; 330,000 compounds, 0.3% hits;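 active = percent response vs DMSO below 50%; inconclusive = fewer than 70 events counted for the yeast strain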;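 note: median channel GFP fluorescence of the barcoded RPL19A-GFP strain; ratio of sample median GFP to plate DMSO average so 100% = DMSO; lower means less RPL19A-GFP as with rapamycin TOR inhibition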
LAP4 TOR yeast – modulators of TOR pathway LAP4-GFP in S. cerevisiae. S. cerevisiae LAP4-GFP multiplex, flow cytometry GFP, 3 h; median GFP as percent of DMSO wells. GFP response vs DMSO, % at 10 µM. 320,000 compounds, 0.34% hits;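 active = GFP response vs DMSO above a set limit, about the screen mean plus 3 SD, cut at about 150% in these data; inconclusive = under 70 cell events counted for the yeast strain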
ZTA DNA inh – counter-screen for EBNA-1 inhibitors: inhibitors of Epstein-Barr virus ZTA; AID 2234; 320,000 compounds, 0.15% hits; inhibition, % at 11 µM; P03206; ZTA-DNA binding, fluorescence polarization; in the data active = inhibition above about 33%
procasp3 activ – activators of human procaspase-3; recombinant procaspase-3 D3A, Ac-DEVD-pNA absorbance 405 nm; activation, % at 8.5 µM; 330,000 compounds, 0.11% hits; AID 463141;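 active = activation above the mean of all tested compounds plus 3 SD, cut at about 21% in these data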;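 note: 0% = DMSO alone and 100% = DMSO wells spiked with extra 5 µM PC-3 D3A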
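material = Procaspase-3 D3A mutant | probe or stimulus = Ac-DEVD-pNA | compound = single dose, 8.5 µM nominal compound, 0.8% DMSO | timing = 1 h preincubation, 2 h reaction | measured by = 405 nm absorbance of p-nitroaniline, reads at 0 and 120 min | benchmarks = DMSO-only low control, 5 µM PC-3 D3A high control | repeats = singlicate, each compound tested once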
MEP2-GFP yeast – alters MEP2-GFP fluorescence in TOR pathway yeast screen; AID 2016; 330,000 compounds, 0.51% hits; GFP response vs DMSO, % at 10 µM; S. cerevisiae MEP2-GFP strain, flow cytometry GFP, 3 h; 100% = DMSO control level;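 active = GFP response versus DMSO above a set limit, roughly screen mean plus 3 SD, cut at about 180% in these data; inconclusive = fewer than 70 cells counted for a yeast strain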;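 note: median GFP fluorescence of the barcode-gated MEP2-GFP cells per well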
proCasp7 act – counter-screen for procaspase-3 activators: activators of human procaspase-7; recombinant procaspase-7, Ac-DEVD-pNA absorbance 405 nm; D23A/D198A/D206A triple mutant, cannot self-cleave; scale: DMSO 0, 5 µM enzyme 100; activation, % at 8.5 µM; 330,000 compounds, 0.093% hits;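 active = percent activation above the screen-wide mean plus 3 SD, cut at about 25% in these data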
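Replicates: singlicate. Assay system: Procaspase-7 triple mutant (PC-7 D3A). Signal: 405 nm absorbance of p-nitroaniline. Times: 1 h preincubation, 2 h reaction. Buffer or medium: Zinc-free HEPES pH 7.4 with 300 mM NaCl, 0.01% Triton X-100. Also added: DEVD-pNA substrate. Benchmarks: DMSO wells as 0%, DMSO with 5 µM added PC-7 as 100%.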
AHR act – activators of human aryl hydrocarbon receptor; 320,000 compounds, 2.5% hits; AID 2796; AHR-responsive luciferase reporter cells, luminescence; activation, % at 5 µM; in the data active = activation above about 47%;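 note: 0% = vehicle wells and 100% = reference agonist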
Target sequence (P35869 whole entry, looked up): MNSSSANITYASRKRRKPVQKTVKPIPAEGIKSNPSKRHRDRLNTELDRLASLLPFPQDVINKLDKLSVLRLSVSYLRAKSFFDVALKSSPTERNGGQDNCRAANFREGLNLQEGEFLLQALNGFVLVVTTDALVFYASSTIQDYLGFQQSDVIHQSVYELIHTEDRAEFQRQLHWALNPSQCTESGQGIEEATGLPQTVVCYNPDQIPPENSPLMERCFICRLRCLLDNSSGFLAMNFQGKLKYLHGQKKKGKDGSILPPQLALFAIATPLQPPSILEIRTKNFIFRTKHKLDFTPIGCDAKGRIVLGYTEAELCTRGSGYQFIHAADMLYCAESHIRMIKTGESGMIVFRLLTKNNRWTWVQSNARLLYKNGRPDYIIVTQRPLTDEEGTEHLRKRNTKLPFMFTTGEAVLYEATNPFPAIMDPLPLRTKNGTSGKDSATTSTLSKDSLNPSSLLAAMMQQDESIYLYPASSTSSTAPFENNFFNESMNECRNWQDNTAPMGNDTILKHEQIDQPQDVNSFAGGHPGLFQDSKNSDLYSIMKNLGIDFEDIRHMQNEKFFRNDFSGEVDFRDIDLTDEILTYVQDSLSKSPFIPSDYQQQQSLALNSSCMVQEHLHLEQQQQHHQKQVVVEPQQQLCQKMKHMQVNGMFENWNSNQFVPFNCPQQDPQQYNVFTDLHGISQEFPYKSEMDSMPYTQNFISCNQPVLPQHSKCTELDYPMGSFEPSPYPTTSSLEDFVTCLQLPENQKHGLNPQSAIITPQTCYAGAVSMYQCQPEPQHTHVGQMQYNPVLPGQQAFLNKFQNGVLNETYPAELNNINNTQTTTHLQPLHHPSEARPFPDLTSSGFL
Active calls of the source: *; ? = inconclusive; nt = not tested or not shown; [ ] = remark or other dose.

SMILES	EBNA-1 inhibitor	RPL19A TOR yeast	LAP4 TOR yeast	ZTA DNA inh	procasp3 activ	MEP2-GFP yeast	proCasp7 act	AHR act
COc1ccccc1NC1=CC(=O)CC(c2ccccc2)C1 (stereo unspecified)	9	103	95	3	6	101	9	7
COC(=O)\C(C(C)=O)=C(/C=C/C=C/N(C)C)N(C)C	-15	94	89	-18	-11	95	0	1
Cc1ccc(C(=O)NC(=S)Nc2ccc(CN3CCOCC3)cc2)cc1	-2	95	98	-4	9	98	-8	1
CCOC(=O)CC1C(=O)NCCN1Cc1cccc(OC)c1 (stereo unspecified)	-7	100	101	-16	2	108	9	-1
CC(=O)N1CCc2cc(S(=O)(=O)N3CCc4ccccc43)ccc21	4	96	107	15	1	102	5	-2
O=C(c1cnn2cccnc12)N1CCN(c2ccccc2)CC1	3	93	90	2	-1	103	5	1
Cc1nc2ncnn2c(C)c1CCC(=O)O	-13	107	101	1	-6	98	9	-2
Cc1cc(N2CCOCC2)c2c(N)c(C)cc(C)c2n1	3	84	96	-10	0	119	6	1
CCCCCn1c(=O)[nH]c2cc(C(=O)NCCCN3CCC(C)CC3)ccc2c1=O	-6	99	95	16	-1	98	-7	4
O=C(COC(=O)c1ccccc1)NC1CCCC1	-13	103	99	-10	3	105	-14	2
Cc1ccc(CN2CCN(Cc3cccc(-n4cccn4)c3)CC2CCO)cc1 (stereo unspecified)	-17	94	95	-10	3	97	8	0
CCN(CC)CCNC(=O)c1cccc(NC(=O)C(=O)c2ccccc2NC(C)=O)c1	7	104	111	1	10	109	7	4
CCn1cc(C(=O)NCCc2ccc(C)cc2)c(=O)c2cc(S(=O)(=O)N(C)C)ccc21	2	98	99	-4	5	96	9	1
Cc1ccc(O)c(NC(=S)NC(=O)CC(C)C)c1	6	109	94	17	-1	97	-5	-2
CCn1c(CSc2nc3ccccc3s2)nnc1SCC(=O)c1ccc2c(c1)OCCO2	7	99	101	-8	3	89	6	2
COc1cc2cc(C(c3nnnn3C3CCCC3)N3CCCCC3)c(=O)[nH]c2cc1OC (stereo unspecified)	13	97	100	-3	6	104	-6	-4
S=C(Cc1ccccc1)NCCc1ccccc1	8	96	127	-1	1	85	-12	3
Brc1ccccc1OCCOc1cccc2cccnc12	-4	101	99	-6	2	102	2	10
O=C(c1ccco1)N1CCN(c2ccc([N+](=O)[O-])cc2Cl)CC1	0	108	103	-7	-20	105	-2	-7
Cc1ccc(S(=O)(=O)c2n[nH]n3c2nc(=O)c2ccccc23)cc1	-3	100	96	5	9	99	17	2
Cn1c2ccccc2c2ncn(CCN3CCOCC3)c(=O)c21	-2	94	98	-12	8	114	-4	25
COC(=O)[C@H](Cc1ccccc1)NC(=O)c1cc(COc2c(F)cccc2F)on1	9	103	101	-5	5	100	1	-2
c1cnc2ccc(C(c3nnnn3C3CCCC3)N3CCN4CCCC4C3)cc2c1 (stereo unspecified)	3	101	104	-13	4	103	11	12
Brc1ccccc1OCCCN1CCCC1	-11	103	98	3	8	106	-2	3
O=C(Nc1ccc2c(c1)OCCO2)C1CCCN(S(=O)(=O)c2cccnc2)C1 (stereo unspecified)	-10	98	95	-5	0	95	-2	12

Ordered by value in procasp3 activ (low to high): some entries from above.
SMILES | procasp3 activ
CCCCCn1c(=O)[nH]c2cc(C(=O)NCCCN3CCC(C)CC3)ccc2c1=O | -1
Cc1ccc(CN2CCN(Cc3cccc(-n4cccn4)c3)CC2CCO)cc1 (stereo unspecified) | 3
COc1ccccc1NC1=CC(=O)CC(c2ccccc2)C1 (stereo unspecified) | 6
Cc1ccc(S(=O)(=O)c2n[nH]n3c2nc(=O)c2ccccc23)cc1 | 9
CCN(CC)CCNC(=O)c1cccc(NC(=O)C(=O)c2ccccc2NC(C)=O)c1 | 10

Ordered by formula weight (smallest number first): some entries from above.
SMILES	EBNA-1 inhibitor	RPL19A TOR yeast	LAP4 TOR yeast	ZTA DNA inh	procasp3 activ	MEP2-GFP yeast	proCasp7 act	AHR act
Cc1ccc(O)c(NC(=S)NC(=O)CC(C)C)c1	6	109	94	17	-1	97	-5	-2
CCOC(=O)CC1C(=O)NCCN1Cc1cccc(OC)c1 (stereo unspecified)	-7	100	101	-16	2	108	9	-1
Brc1ccccc1OCCOc1cccc2cccnc12	-4	101	99	-6	2	102	2	10
Cc1ccc(C(=O)NC(=S)Nc2ccc(CN3CCOCC3)cc2)cc1	-2	95	98	-4	9	98	-8	1
CCN(CC)CCNC(=O)c1cccc(NC(=O)C(=O)c2ccccc2NC(C)=O)c1	7	104	111	1	10	109	7	4

The listing picks up, repeating the two entries before the break.
SMILES	EBNA-1 inhibitor	RPL19A TOR yeast	LAP4 TOR yeast	ZTA DNA inh	procasp3 activ	MEP2-GFP yeast	proCasp7 act	AHR act
Brc1ccccc1OCCCN1CCCC1	-11	103	98	3	8	106	-2	3
O=C(Nc1ccc2c(c1)OCCO2)C1CCCN(S(=O)(=O)c2cccnc2)C1 (stereo unspecified)	-10	98	95	-5	0	95	-2	12
COc1ccc(OC)c(-c2csc3nnc(SCC(=O)Nc4ccc(NC(C)=O)cc4)n23)c1	2	95	94	1	2	104	-2	6
Cc1cc(-c2n[nH]c(=S)n2-c2ccc(C)c(C)c2)no1	14	104	97	2	-2	104	-7	-2
Cc1ccccc1NC1=NC(=S)N(c2ccccc2)C12CCCCC2	-11	98	99	-4	-8	100	0	0
CC(=O)c1nnn(-c2ccccc2C#N)c1C	10	98	106	-9	3	98	2	0
COc1cc(C(=O)Nc2ccc(C)c(S(=O)(=O)N(C)C)c2)ccc1OCC(=O)N1CCOCC1	7	101	109	10	12	104	3	1
CC(C)NCC(O)COCCOc1ccc(Br)cc1 (stereo unspecified)	-4	99	88	3	8	104	1	1
CCn1c(SCC(=O)c2c[nH]c3ccccc23)nnc1-c1cccs1	30*	95	100	-3	3	110	11	7
COc1ccc(C2C(CC(=O)O)=C(Nc3ccccc3)C(=O)N2c2ccccc2)cc1 (stereo unspecified)	8	93	94	-13	-5	102	13	-3
O=C1C2C3CC(C(Br)C3Br)C2C(=O)N1c1nccs1 (stereo unspecified)	-13	96	96	-7	-8	89	-2	0
Cc1ccc(CN2CCN(/N=C/c3ccc(Cl)c([N+](=O)[O-])c3)CC2)cc1	-18	96	105	-14	0	99	6	0
O=S(=O)(NCCSCc1ccc(Cl)c(Cl)c1)c1ccc2c(c1)OCCO2	-5	95	nt	3	0	91	-4	4
O=C(O)C1CC=CCC1C(=O)Nc1ccccc1Cl (stereo unspecified)	1	99	99	0	-4	107	-12	1
COc1ccc(OCC(O)CNC(=O)c2c(-c3ccccc3)noc2C)cc1 (stereo unspecified)	8	99	109	8	8	94	7	-1
CC(C)(C)NC(=O)COC(=O)c1cc(Br)ccc1Cl	-3	88	97	-5	-6	84	2	0
Cc1nc(NC(C)c2ccccc2)c2c3c(sc2n1)CCC3 (stereo unspecified)	5	96	111	4	2	101	8	13
COc1ccc(C2c3c(oc4ccccc4c3=O)C(=O)N2CC2CCCO2)cc1 (stereo unspecified)	-6	?	99[may fluoresce red and violet]	11	6	112[may fluoresce red and violet]	-8	-5
Cc1nc2nc(C)c(NS(=O)(=O)c3ccc(CC(C)C)cc3)c(=O)n2[nH]1	-4	100	100	5	1	102	-2	0
Cc1ccc(S(=O)(=O)N2[C@@H](c3ccc(C(C)(C)C)cc3)C(C(=O)O)=CC[C@H]2c2cccc(Cl)c2)cc1	nt	88	86	nt	5	92	1	0
O=C1c2cccc3c(N4CCCCC4)ccc(c23)C(=O)N1c1ccc(O)cc1	8	100	104	2	-5	99	-6	3
Cc1nnc(N)nc1C	0	95	87	5	9	94	2	-1
CC1=C(C(=O)Nc2ccccc2C)C(c2ccc(C)o2)C2=C(CCCC2=O)N1 (stereo unspecified)	2	93	100	10	-11	95	-1	3
O=C(CCSc1nnc(-c2ccco2)o1)Nc1ccc(F)cc1	-2	97	90	-4	2	96	2	0
CC(C)(C)C1CCc2c(sc(NC(=O)c3cccs3)c2C(=O)N2CCCCC2)C1 (stereo unspecified)	4	103	104	-14	-3	107	-1	6
Cc1onc(-c2ccccc2Cl)c1C(=O)NCCN1Cc2ccccc2C1=O	9	97	92	2	8	96	18	-2
Cc1nnc(SCC(=O)Nc2ccc(N3CCN(S(C)(=O)=O)CC3)cc2)o1	5	104	97	0	7	102	-2	0

Other compounds follow:
SMILES	EBNA-1 inhibitor	RPL19A TOR yeast	LAP4 TOR yeast	ZTA DNA inh	procasp3 activ	MEP2-GFP yeast	proCasp7 act	AHR act
CC1CN(Cc2cc(=O)[nH]c(C3CC3)n2)CC(C)O1 (stereo unspecified)	-9	89	90	-2	1	94	-13	2
COC(=O)COc1ccc2oc(=O)cc(-c3cc4ccccc4o3)c2c1	-3	95	98	-7	3	110	2	1
CCN(C(=O)CCC(=O)N(CC)c1ccccc1)c1ccccc1	5	107	95	11	1	103	-2	1
Cc1ccc(NC(=O)NC2(C(=O)NCc3ccccc3)CCCCC2)cc1	8	102	102	-24	-3	108	8	0
COc1ncccc1-c1nnn(-c2ccccc2Br)n1	1	96	101	4	-3	84	2	12
O=C1NC(=Nc2ccccc2)S/C1=C\c1cccs1	-2	100	103	-5	-7	91	2	72*
O=[N+]([O-])c1cc(NCCO)c(N2CCCCCC2)c2nonc12	6	102	94	2	-6	99	-7	0
O=C(COC(=O)COc1ccccc1)NC1CCS(=O)(=O)C1 (stereo unspecified)	nt	97	92	nt	6	106	7	-1
Cc1cccc(C(=O)N2CCC(=O)N(C(COCc3cccc(Cl)c3)Cc3ccccc3)CC2)c1 (stereo unspecified)	4	94	145	-4	1	92	4	2
COc1ccc(/C=N/NC(=O)c2ccco2)cc1COc1ccc(F)cc1	-5	97	84	1	1	98	2	36
Cc1ccccc1-c1nnc(-c2ccc(Br)cc2)o1	3	105	93	2	0	101	2	21
COCCOC(=O)/C=C1/NC(=O)CS1	2	96	99	5	-4	95	8	2
O=C1c2ccccc2C(=O)N1Nc1ccccc1	-5	98	90	-9	-3	96	-8	-2
CCOc1ccc(Br)cc1S(=O)(=O)NCCN1CCCC1	5	109	95	-2	-2	110	-4	0
O=C(C[n+]1cccc(CNC(=O)c2ccc(OC(F)F)cc2)c1)c1ccccc1	8	113	101	16	2	112	-4	-1
